hcDAF-12 act = activates DAF-12 receptor from parasite H. contortus; AID 652067; activation, % at 6.8 µM; HEK293 hcDAF-12 lit1-tk-luc reporter, luminescence; 0% DMSO, 100% Δ7-dafachronic acid; 1.4% of 370,000 active;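 active = activation above the mean of all tested compounds plus 3 SD, cut at about 5.5% in these data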;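 also: 100% = response to 3 µM Δ7-dafachronic acid high control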
PG9 Ab binder = small molecules binding HIV-1 gp120 antibody PG9; TR-FRET gp120-PG9 antibody binding; inhibition, % at 6.7 µM; 0.43% of 360,000 active; AID 624416; in the data active = inhibition above about 8.5%
FXN GAA850 act = increases GAA850 frataxin promoter reporter activity | activation, % at 6 µM | AID 540364 | 0.56% of 360,000 active | HEK293 lucGAA850 FXN promoter luciferase reporter, 24 h; percent of 10 µM SAHA response;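 active = activation above the average of all compounds screened plus 3 SD, cutoff fixed separately per campaign, cut at about 7.5% in these data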;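 also: 0% = DMSO wells and 100% = 10 µM SAHA wells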
DAX1 inh-1 = NR0B1 (DAX1) inhibition | inhibition, % at 6.75 µM | AID 504766 | 0.99% of 340,000 active | HEK293 Gal4-DAX1 luciferase reporter, luminescence;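 active = inhibition above the mean over all tested compounds plus 3 SD, cut at about 4.2% in these data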;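 also: 0% = DAX1-transfected cells with DMSO and 100% = empty-vector control cells with DMSO; inhibition shows as a rise in luminescence from relieved DAX1 repression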
Target sequence (P51843 207-470 limits assumed): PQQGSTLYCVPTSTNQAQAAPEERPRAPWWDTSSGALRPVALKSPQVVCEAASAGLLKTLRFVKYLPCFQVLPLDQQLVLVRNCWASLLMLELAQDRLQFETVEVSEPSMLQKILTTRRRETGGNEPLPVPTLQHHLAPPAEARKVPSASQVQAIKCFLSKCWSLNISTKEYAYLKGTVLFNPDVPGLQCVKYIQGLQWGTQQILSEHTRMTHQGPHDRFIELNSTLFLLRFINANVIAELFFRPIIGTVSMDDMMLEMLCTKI
SMARCA2 activ = activators of SMARCA2 function | MG213 cells, MMTV-luciferase reporter, dexamethasone, overnight | activation, % at 9.1 µM | 1% of 370,000 active; in the data active = activation above about 7.8%;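 also: 0% = vehicle wells and 100% = reference activator wells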
sPLA2-III inh = Inhibits HGIII-sPLA2 liposome hydrolysis, primary screen | 0.56% of 370,000 active | inhibition, % at 12.2 µM | Q9NZ20 | QFRET BODIPY PC-A2 liposome hydrolysis, fluorescence;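 active = inhibition above mean plus 3 SD of compounds lying within the high and low control bounds, cut at about 19% in these data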;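 also: 0% = median of test compound wells and 100% = no enzyme DMSO wells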
DAX1 inh-2 = blocks DAX1 repression of SF-1 activated StAR promoter. inhibition, % at 6.8 µM. AID 652010. HEK293T StAR-luciferase reporter, SF-1/DAX-1 repression relief. 1.1% of 370,000 active;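 active = inhibition above the mean over all tested compounds plus 3 SD, cut at about 3.6% in these data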;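 also: 0% = DAX-1 cells with DMSO and 100% = cells lacking DAX-1 with DMSO; higher inhibition means more luminescence from relief of DAX-1 repression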
ssDAF12 agonist = S. stercoralis DAF-12 activation, primary screen. activation, % at 6.8 µM. 1% of 370,000 active. HEK293 ssDAF-12/GRIP1 lit1-tk-luc reporter, luminescence; % of 3 µM dafachronic acid response. AID 652126;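 active = activation above the mean over all tested compounds plus 3 SD, cut at about 0.9% in these data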;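 also: 0% = DMSO-only wells and 100% = 3 µM delta7-dafachronic acid wells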
hgDAF12 agonist = hgDAF-12 agonism, primary luciferase screen; HEK293 GAL4-hgDAF12 UAS-luciferase reporter, agonist luminescence; normalized to butyrate control; activation, % at 6.8 µM; 1.8% of 370,000 active; AID 687014;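 active = activation above a cutoff set at the mean of all screened compounds plus 3 SD, cut at about 10% in these data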;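 also: 0% = DMSO wells and 100% = sodium butyrate wells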
Rev-erbA mod = modulates human Rev-erb alpha binding to DNA; P20393; Rev-erbα–FITC-DNA binding, fluorescence polarization, 90 min; activity, % at 10 µM; 0.79% of 370,000 active;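 active = activity above about 14%, limit read from the data; passing the limit was not always enough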;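 also: 0% = DMSO wells with 35 nM protein and 100% = DMSO wells with 750 nM protein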
Target sequence (P20393 whole entry, looked up): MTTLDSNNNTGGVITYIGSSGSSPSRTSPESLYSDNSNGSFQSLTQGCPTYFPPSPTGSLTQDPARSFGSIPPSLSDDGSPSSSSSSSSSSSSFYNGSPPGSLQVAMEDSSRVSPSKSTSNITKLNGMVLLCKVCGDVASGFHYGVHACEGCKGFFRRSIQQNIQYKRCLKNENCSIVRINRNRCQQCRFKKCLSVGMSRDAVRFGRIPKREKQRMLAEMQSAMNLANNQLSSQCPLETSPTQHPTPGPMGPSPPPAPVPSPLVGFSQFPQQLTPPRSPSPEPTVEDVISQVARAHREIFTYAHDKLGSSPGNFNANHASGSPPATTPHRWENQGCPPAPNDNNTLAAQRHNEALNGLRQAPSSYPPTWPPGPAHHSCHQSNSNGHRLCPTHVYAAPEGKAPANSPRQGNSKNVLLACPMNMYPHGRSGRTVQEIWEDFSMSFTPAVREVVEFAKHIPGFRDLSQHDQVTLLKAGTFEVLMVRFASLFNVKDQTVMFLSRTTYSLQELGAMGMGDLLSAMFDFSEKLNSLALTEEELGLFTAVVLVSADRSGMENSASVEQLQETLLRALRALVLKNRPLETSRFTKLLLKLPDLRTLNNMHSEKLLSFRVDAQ
PLC-beta3 inh = PLC-beta3 (human) inhibition, primary screen | inhibition, % at 12.2 µM | Q01970 | Purified PLC-beta3, fluorogenic substrate, fluorescence | 0.18% of 370,000 active | AID 720704; in the data active = inhibition above about 11%;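 also: 0% = median of compound wells on plate and 100% = full blocker control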
The depositor's hits bear a star; nt = no result given. Not all compounds are listed; count on the stated rates, not on these rows.

Under each structure – ssDAF12 agonist | DAX1 inh-2 | sPLA2-III inh | hgDAF12 agonist | PG9 Ab binder | DAX1 inh-1 | hcDAF-12 act | PLC-beta3 inh | FXN GAA850 act | SMARCA2 activ | Rev-erbA mod
Oc1ccc(CC2CC3CCN2CC3)cc1O (configuration not stated)
  -0.6 | 0.8 | 4 | 4.8 | -2.2 | 1.0 | -0.9 | 0 | 0.7 | 3 | -2
CCC(=NCCCN1CCOCC1)c1c(O)n(-c2ccccc2C)c(=O)[nH]c1=O
  -0.8 | 0.3 | 16 | -1.0 | -0.6 | 0.2 | -1.9 | -8 | -0.2 | -4 | 6
COc1ccc(/C=N\N=C(N)N)cc1
  -1.6 | -0.5 | 5 | 0.3 | -3.5 | 0.0 | 0.8 | 0 | -1.9 | -4 | 8
CC(=O)Nc1nc(CCl)cs1
  -1.3 | -0.8 | -3 | 0.9 | -0.7 | 2.2 | -1.6 | -2 | 2.7 | 0 | -1
CO[C@H]1CC=C2CCN3CCC4=C(CC(=O)OC4)[C@]23C1
  -0.4 | 0.0 | 1 | -0.7 | 0.0 | -0.4 | 2.1 | 0 | -1.4 | -4 | 5
CCCNC(=O)N1CCC2(CC1)OCCO2
  -1.7 | -0.6 | 5 | -1.4 | -1.0 | 0.1 | -1.2 | -1 | 3.7 | 2 | -4
Cn1c(O)c(Cc2ccc(OCc3ccccc3)cc2)c(=O)n(C)c1=O
  0.2 | 0.2 | -2 | 9.7 | -0.9 | 0.1 | 1.9 | -3 | 1.0 | 3 | 5
COC1C(OC(=O)c2ccc(C)[nH]2)C(O)C(Oc2ccc3c(O)c(NC(=O)c4ccc(O)c(CC=C(C)C)c4)c(=O)oc3c2Cl)OC1(C)C (configuration not stated)
  -0.4 | -0.2 | -24 | -3.2 | -1.0 | 1.9 | -1.6 | 3 | -0.4 | -1 | -3
NC(Cc1ccccc1)c1csc(Nc2ccccn2)n1 (configuration not stated)
  0.3 | 1.7 | 10 | 11* | -0.3 | nt | 3.9 | 3 | 1.7 | 13* | -6
CN(C(=O)Oc1cccc2ccccc12)C1C=CCC1 (configuration not stated)
  -0.3 | 0.4 | 1 | 6.8 | 0.5 | 0.5 | 1.9 | 1 | 0.2 | 9.9* | -5
COC(=O)C1=C(c2ccc(OC)c(OC)c2)C[C@@H]2CC[C@H]1N2C(=O)NC1CC1
  -1.4 | 0.0 | 7 | -2.7 | 0.6 | 1.4 | -2.4 | 6 | -0.6 | 0 | 1
O=C1OC(c2ccc([N+](=O)[O-])cc2)=N/C1=C/N1CC2CC(C1)c1cccc(=O)n1C2 (configuration not stated)
  -1.0 | 0.7 | 13 | -0.9 | 0.8 | -2.5 | -1.0 | -49 | 0.3 | -1 | 5
CCCCCCNc1nc(OC)nc(N2CC3CC(C2)c2cccc(=O)n2C3)n1 (configuration not stated)
  -0.9 | 0.5 | 1 | 1.5 | 0.2 | 1.1 | 0.4 | -5 | 0.1 | -3 | -11
CN1CC(C(=O)c2ccc(Cl)cc2)C(c2ccccc2)C1 (configuration not stated)
  -1.1 | 0.2 | -20 | -2.6 | -1.8 | -0.9 | -1.8 | -3 | -3.0 | -1 | 2
COC(=O)[C@]1(C)C[C@H]1[C@H](NP(=O)(c1ccccc1)c1ccccc1)c1ccccc1
  -1.5 | -0.7 | -4 | -1.0 | 0.6 | -0.9 | -1.6 | 3 | -4.5 | 0 | 2
O=c1[nH]c(=O)n(-c2cccc3ccccc23)c(O)c1/C=N/N1CCCCC1c1cccnc1 (configuration not stated)
  -0.5 | -0.2 | -4 | 1.0 | -0.9 | 0.0 | 2.8 | 0 | 2.0 | -4 | 3
O=C(c1cn(Cc2ccccc2)c2ccccc12)C1CC1
  -1.7 | -0.7 | -8 | 0.0 | -0.1 | -0.1 | 0.3 | -4 | 4.4 | 1 | 0
CCCCOC(=O)c1ccccc1C(=O)OCc1ccccc1
  -1.1 | 0.4 | 1 | 7.6 | -1.6 | 0.4 | -2.9 | -5 | 1.3 | -4 | -7
Cc1ccc(C)c(NC2=NCCCS2)c1
  -1.2 | -0.1 | 0 | 0.6 | 0.9 | 0.2 | -0.8 | 3 | -0.5 | 1 | 2
N#Cc1c(N2CCNCC2)nc(-c2ccco2)c2c1CCCC2
  -2.1 | -0.6 | 11 | -1.1 | -1.3 | -1.3 | -0.7 | -108 | 3.3 | -3 | 0
CCOP(=O)(OCC)C(NC(=O)c1ccccc1)C(Cl)(Cl)Cl (configuration not stated)
  -1.5 | 0.0 | 1 | -1.8 | -0.7 | 0.6 | 2.2 | 2 | -3.5 | -1 | 2
CSc1ncc(CN2CCCC(C(=O)c3ccccc3SC)C2)cn1 (configuration not stated)
  -0.9 | -0.3 | 1 | -1.5 | 2.7 | -0.9 | -0.1 | -11 | 0.9 | -4 | 6
Clc1ccc(OCC#CCN2CCCC2)cc1
  -0.5 | 0.6 | -8 | 3.8 | -1.5 | 0.7 | 1.0 | 3 | 0.3 | 4 | 3
N/C(=N\[N+](=O)[O-])N1CCN(C(=O)c2ccccc2)CC1
  -1.1 | 0.1 | 7 | 2.3 | 0.1 | nt | -0.2 | 0 | nt | 1 | 0
COc1ccccc1-n1c(O)c(C=NCCN2CCNCC2)c(=O)[nH]c1=O
  -0.5 | 0.2 | 3 | -0.1 | -2.6 | 1.7 | -0.4 | 0 | 0.0 | 0 | -4
Cc1ccc2c(c1)C1CN(C)CCC1N2C(=O)Nc1cccc(Cl)c1 (configuration not stated)
  -1.9 | -0.7 | -17 | -0.2 | -1.5 | -1.3 | -2.5 | 3 | 0.6 | -2 | -5
COc1ccc(OCC(=O)N2CCN(Cc3ccc4c(c3)OCO4)CC2)cc1
  -1.4 | -1.3 | 5 | 4.2 | 0.5 | -0.6 | -0.6 | -5 | -2.5 | -3 | 3
O=C(c1ccccc1)C(CN1CCCC1)c1ccccc1 (configuration not stated)
  -2.3 | -2.5 | 7 | -5.1 | -0.9 | -3.6 | -5.5 | 1 | -9.6 | -9 | -2
COc1ccc(CN2CCN(C(=O)COc3cccc(C)c3)CC2)c(OC)c1
  -0.7 | -0.1 | -6 | -3.0 | 1.2 | -0.1 | 0.0 | 0 | -3.6 | 1 | 3
Cc1cccc(CN2CCCC(C(=O)c3cccc(OC(C)C)c3)C2)n1 (configuration not stated)
  -0.3 | -1.0 | 4 | -4.7 | 1.4 | 0.3 | -2.0 | -6 | -3.1 | -5 | 0
Cc1ccc(C(C)C)c(OCC(=O)N2CCN(Cc3nc4cc([N+](=O)[O-])ccc4n3C)CC2)c1
  -0.5 | 0.3 | -1 | -2.6 | -2.2 | -1.0 | 0.2 | 3 | 2.8 | 0 | -3
CC1(C)CCCN1CCC(C(N)=O)(c1ccccc1)c1ccccc1
  -1.1 | 0.2 | -2 | 0.3 | 0.0 | 0.6 | -2.0 | 0 | -3.5 | 1 | 1
COC(=O)c1ccc(CC(C(=O)c2ccccc2)N(C)C)cc1 (configuration not stated)
  0.4 | 0.2 | -7 | 3.4 | -0.1 | 1.8 | 1.0 | -63 | 2.2 | 4 | -4
COC(=O)C1=C(c2c(C)noc2C)C[C@@H]2CC[C@H]1N2C(=O)N1CCCC1
  -1.4 | -0.2 | 12 | 0.7 | 0.0 | 0.4 | -0.5 | 1 | -2.4 | -1 | -1
N#Cc1ccc(OCC(=O)N2CCN(Cc3ccc4c(c3)OCO4)CC2)cc1
  -2.2 | -1.8 | 2 | 0.9 | -2.4 | 1.6 | -1.9 | 3 | -1.3 | -4 | 5
CCOc1c(Cl)cc(CNCCc2c[nH]c3ccccc23)cc1OC
  -0.8 | 0.1 | -8 | 5.7 | -0.6 | 1.8 | 0.0 | -10 | 6.9 | -3 | -4
Cc1ccc(-n2c(/C=C/c3ccc4c(c3)OCO4)nc3ccccc3c2=O)cc1
  -0.7 | -1.6 | -2 | -2.8 | -2.1 | nt | 4.7 | -26 | nt | 0 | 3
Nc1cc(C(=O)Nc2ccccc2F)ccc1N1CC2CC(C1)c1cccc(=O)n1C2 (configuration not stated)
  -0.6 | 1.1 | 19 | 3.2 | -0.7 | 0.4 | 7.0* | -223 | -0.3 | -2 | -4
CCc1ccc(N2C(=O)NC(=O)/C(=C\c3cccn3CCOc3ccc(C(C)C)cc3)C2=O)cc1
  -1.6 | -0.2 | -1 | 0.9 | 0.2 | -2.3 | 1.8 | -8 | 1.5 | 2 | 1
COC(=O)C1=C(c2ccccc2OCc2ccccc2)C[C@@H]2CC[C@H]1N2C(=O)NCCOc1ccccc1Cl
  -0.6 | -0.3 | -8 | -4.0 | -2.4 | 0.6 | -0.1 | -4 | -2.9 | 1 | -3
Cn1c(O)c(C=NCCCNC2CCCCC2)c(=O)n(C)c1=O
  -0.9 | 0.6 | 7 | -0.1 | 0.3 | 0.9 | -0.3 | 3 | -1.1 | -2 | 1
CC1CN(CC(=O)c2ccccc2Cl)CC(C)O1 (configuration not stated)
  -1.1 | 0.1 | 6 | 3.7 | -1.5 | 1.0 | 1.3 | 2 | 0.3 | 5 | -1
CCC1(C(=O)c2ccc(C)cc2)C2c3ccccc3OC(=O)C21C(=O)O (configuration not stated)
  -0.7 | 0.2 | -2 | -4.5 | 1.8 | -0.1 | -1.6 | -4 | -0.7 | -3 | -5
O=[N+]([O-])c1ccc(N2CCCC(C(F)(F)F)C2)c2ccncc12 (configuration not stated)
  -1.7 | -0.9 | -2 | -1.8 | -1.4 | -1.3 | -3.5 | -6 | -0.6 | -4 | 7
O=C1NC(=O)C(=Cc2ccc(Cl)cc2)C(=O)N1
  -1.1 | 0.2 | 0 | 1.0 | 1.7 | nt | 0.8 | -5 | nt | 4 | -5
CCOc1cccc(=NC2CCCCC2)c2c(C)n(C)c(C)c12
  -0.7 | -0.4 | -1 | -0.4 | -3.6 | nt | -0.6 | -99 | -4.0 | 3 | -4

Assay outcomes deposited in PubChem BioAssay by several laboratories.
